# DT40 TDP1 no CPT – qHTS for Inhibitors of human tyrosyl-DNA phosphodiesterase 1 (TDP1): qHTS in cells in absence of CPT | DT40 Tdp1-/- hTDP1 cells, no CPT, ATP luminescence, 48 h | Potency, µM (series often up to 46.2 µM), for the others: at the highest dose activity change, negative = growth inhibition, usual class: inhibitors | 420,000 compounds, 15% hits | AID 686978, 2013; note: nearly all actives have a fitted effect of over 55% in size
#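 Stably hTDP1-transfected Tdp1-null chicken DT40 cells were treated with library compounds minus camptothecin and grown for at least 48 hr at 37 °C, after which cellular ATP was quantified by luminescence.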
# DT40 TDP1 CPT – growth inhibition of DT40 Tdp1-/-;hTDP1 cells with camptothecin (screen for TDP1 inhibitors) | chicken DT40 Tdp1-/-;hTDP1 cells + 20 nM CPT, ATP luminescence, 48 h | Potency, µM (highest dose often 46.2 µM), inactives show at the highest dose activity change, negative = growth inhibition, most hits filed as inhibitors | AID 686979 | 420,000 compounds, 12% hits; note: nearly all actives have a fitted effect of over 55% in size
#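 Chicken DT40 Tdp1-/- cells stably complemented with human TDP1 were seeded at 400 cells/well in medium containing 20 nM camptothecin, exposed to pin-transferred compounds, and grown at 37 °C for at least 48 hr. Viability was read as ATP luminescence.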
# KAT2A inh – GCN5L2 (KAT2A) acetyltransferase inhibition; GCN5L2 HAT assay, ThioGlo1 CoA-SH fluorescence; Q92830; AID 504327; Potency, µM (series often up to 58.9 µM), inactives show at the highest dose activity change, negative = inhibition, actives largely listed as inhibitors; 390,000 compounds, 0.21% hits
# Target sequence (Q92830 whole entry, looked up): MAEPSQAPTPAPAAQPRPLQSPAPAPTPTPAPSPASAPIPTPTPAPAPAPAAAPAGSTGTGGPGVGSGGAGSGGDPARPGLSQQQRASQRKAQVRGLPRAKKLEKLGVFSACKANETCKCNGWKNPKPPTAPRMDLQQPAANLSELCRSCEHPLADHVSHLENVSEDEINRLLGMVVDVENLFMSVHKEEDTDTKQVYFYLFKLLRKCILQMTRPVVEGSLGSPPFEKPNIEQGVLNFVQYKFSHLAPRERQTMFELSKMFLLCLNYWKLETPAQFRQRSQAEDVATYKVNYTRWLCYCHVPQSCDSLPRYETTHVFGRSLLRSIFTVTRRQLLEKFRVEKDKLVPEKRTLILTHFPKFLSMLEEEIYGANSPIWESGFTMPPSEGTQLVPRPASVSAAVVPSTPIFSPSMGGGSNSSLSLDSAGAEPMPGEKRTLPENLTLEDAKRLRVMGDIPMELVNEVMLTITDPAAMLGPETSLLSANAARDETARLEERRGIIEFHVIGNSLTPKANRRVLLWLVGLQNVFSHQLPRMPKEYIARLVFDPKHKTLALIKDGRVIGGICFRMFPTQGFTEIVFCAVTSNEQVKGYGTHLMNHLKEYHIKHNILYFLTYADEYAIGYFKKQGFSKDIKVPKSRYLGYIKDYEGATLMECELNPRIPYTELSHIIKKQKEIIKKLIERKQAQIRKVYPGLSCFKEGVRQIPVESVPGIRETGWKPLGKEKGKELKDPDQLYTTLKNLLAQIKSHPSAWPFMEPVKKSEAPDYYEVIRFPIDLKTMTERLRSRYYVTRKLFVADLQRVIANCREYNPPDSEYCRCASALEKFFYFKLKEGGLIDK
#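 Fluorescence readout, Ex340nm/Em540nm: ThioGlo1 (50uM final) reacts with free CoA thiol released as 20nM GCN5L2 acetylates H3(1-25) peptide (75uM) using acetyl-CoA (70uM). Compound and enzyme sat 15 min beforehand; 20 min room-temperature reaction.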
# Numbers without * were called inactive; ? = inconclusive; nt = no result given; & = joins results of further samples; [ ] = dose if it differs, or a comment. Calls come from the whole dose curve; as a rule, active = well fitted curve in the direction sought with a large enough effect; inconclusive = small, poorly fitted or top-dose-only effect, or another doubt; inactive = no such curve, though single readings can be large; an effect the other way counts as inactive or inconclusive. % is set by controls: 0 for no effect and ±100 for the full control effect; potency is the fitted concentration of half-maximal effect. This is a subset; rates above refer to the full screens.
entry	molecule	DT40 TDP1 no CPT	DT40 TDP1 CPT	KAT2A inh
1	O=C(NCCc1ccc(O)cc1)c1[nH]c(C(F)(F)F)nc1-c1ccccc1	-12%	?	nt
2	NC(=O)c1ccc(Oc2ccc(-c3nnco3)cc2)c([N+](=O)[O-])c1	-25%	-7%	-22%
3	COCCC(=O)N1CCC(Oc2ccc(C(=O)NCc3nccn3C)cc2)CC1	-2%	-4%	-1%
4	CC(OC(=O)C1CCN(S(=O)(=O)c2ccc(F)cc2)CC1)C(=O)NC1CCCCC1C (stereo unspecified)	-29%	-16%	1%
5	COC(=O)c1ccc(S(=O)(=O)N2C3CCC2CC(NC(=O)C2CC2)C3)cc1 (stereo unspecified)	-7%	?	-3%
6	Cc1cccc(/C=C2\Sc3ccc(C(=O)N4CCC(C)CC4)cc3N(C)C2=O)c1	?	?	-10%
7	COC(=O)c1scc(C)c1NC(=O)Nc1ccccc1	-18%	-3%	-6%
8	O=C(O)C1CC=CCC1C(=O)N1CCN(c2nc(-c3ccccc3)c3ccccc3n2)CC1 (stereo unspecified)	?	18µM*	-3%
9	Cc1ccc(F)c(S(=O)(=O)NC(=O)C2(C)CCN2C(=O)c2ccco2)c1 (stereo unspecified)	-13%	?	nt
10	O=[N+]([O-])c1ccc(N2CCN(Cc3ccc4c(c3)OCO4)CC2)nc1	?	?	-16%
11	COc1cc(C(=O)NN=Cc2ccc(N(C)C)cc2)cc(OC)c1OC	0.92µM*	0.92µM*	nt
12	CC(=O)N1CCN(C)CC1	-6%&2%	-5%&-4%	-2%&-4%
13	CCc1cccc(C)c1N(C(=O)Cn1c(CO)nc2ccccc21)C(C)COC (stereo unspecified)	-21%	-20%	-2%
14	CC(C)(C)C(=O)OCc1ccc(C2=CC(=O)CC(C)(C)C2=O)cc1	?	-10%	nt
15	CN(C)C(CNC(=O)CCc1nc2sc3c(c2c(=O)[nH]1)CCCC3)c1ccccc1 (stereo unspecified)	?	?	-2%
16	COc1ccc(C)cc1-n1c(N)c(C#N)c(C#N)c1-c1ccc(OC)c(OC)c1OC	-7%	-2%	-1%
17	O=C(c1cccc(C(F)(F)F)c1)N1CCN(CCc2ccccc2)CC1	-18%	-24%	-12%
18	O=C1[C@@H]2CSCN2C(=O)CN1Cc1ccccc1F	6%	13%	19%
19	O=C(O)CC(c1ccc(C(F)(F)F)cc1)N1Cc2ccccc2C1=O (stereo unspecified)	-3%	3%	-6%
20	Cc1ccc(OCC(=O)Nc2cc(S(=O)(=O)N3CCOCC3)ccc2N2CCCC2)cc1	?	-29%	0%

# The closing seven records of the part above lead into the next:
entry	molecule	DT40 TDP1 no CPT	DT40 TDP1 CPT	KAT2A inh
14	CC(C)(C)C(=O)OCc1ccc(C2=CC(=O)CC(C)(C)C2=O)cc1	?	-10%	nt
15	CN(C)C(CNC(=O)CCc1nc2sc3c(c2c(=O)[nH]1)CCCC3)c1ccccc1 (stereo unspecified)	?	?	-2%
16	COc1ccc(C)cc1-n1c(N)c(C#N)c(C#N)c1-c1ccc(OC)c(OC)c1OC	-7%	-2%	-1%
17	O=C(c1cccc(C(F)(F)F)c1)N1CCN(CCc2ccccc2)CC1	-18%	-24%	-12%
18	O=C1[C@@H]2CSCN2C(=O)CN1Cc1ccccc1F	6%	13%	19%
19	O=C(O)CC(c1ccc(C(F)(F)F)cc1)N1Cc2ccccc2C1=O (stereo unspecified)	-3%	3%	-6%
20	Cc1ccc(OCC(=O)Nc2cc(S(=O)(=O)N3CCOCC3)ccc2N2CCCC2)cc1	?	-29%	0%
21	O=C(Nc1ccc(S(=O)(=O)NC2=NCCCCC2)cc1)c1ccccc1Cl	12%	-24%	-5%
22	COc1cc(C(=O)N(C)C2CCCCC2)ccc1OC1CCN(C(C)=O)CC1	-18%	-23%	?
23	CCOC(=O)C1C(c2ccccc2)C(C(=O)OCC)S(=O)(=O)C(CCN(CC)CC)S1(=O)=O (stereo unspecified)	-15%	-19%	-7%
24	O=C(CSc1nnnn1C1CC1)N1CCN(c2ccc(O)cc2)CC1	?	?	-2%
25	Cc1ccc(NS(=O)(=O)c2ccc3c(c2)n(C)c(=O)n3C)cc1	-21%	?	-17%
26	CCc1c(C)nc2c(-c3ccccc3)c(-c3ccccc3)[nH]n2c1=O	2.1µM*	2.3µM*	-18%
27	O=[N+]([O-])c1ccc(C=Nc2ccc(Cl)cc2Cl)s1	13µM*	6.5µM*	38%[activator]
28	Cc1ccc(O)c(NC(=O)c2cc(-c3ccccc3)on2)c1	-4%	-4%	-8%
29	C#CCOc1nc(OCC#C)nc(OCC#C)n1	-23%	-6%	-4%
30	CCc1ccc(NC(=O)Cc2ccc(NC3=NC4CS(=O)(=O)CC4S3)cc2)cc1 (stereo unspecified)	-15%	5%	-30%
31	Cc1ccccc1NC(=O)C(=O)NCC1(c2ccccc2)CCCC1	16µM*	?	2%
32	O=C(O)CN(c1ccc(F)cc1)S(=O)(=O)c1ccc2c(c1)OCCO2	-8%	2%	-7%
33	Clc1ccccc1OCCCOc1cccc2cccnc12	?	15µM*	-7%
34	Cc1cc(Nc2ccccc2)n(CCOC(=O)COc2ccccc2)n1	-17%	3%	-15%
35	Cc1cccc(COC[C@H](CC(C)C)N2CCN(C(=O)c3ccc(C(C)(C)C)cc3)CCC2=O)c1	?	?	nt
36	COc1ccc(Cn2ccnc2SCC(=O)NCc2ccccc2)cc1	?	16µM*	0%
37	Cc1ccc(-n2c(SCc3nnc4n3CCC4)nnc2-c2ccccc2)cc1	-14%	-9%	-1%
38	CC(C)n1c(N2CCCC2)nc2c1c(=O)[nH]c(=O)n2C	22%	-3%	-3%
39	Cc1cc(N2CCOCC2)ccc1/C=C1\SC(=O)N(C(C)C)C1=O	?	?	-7%
40	Nc1nc(SCc2ccc(Br)cc2)c2ncn(C3OC(CO)C(O)C3O)c2n1 (stereo unspecified)	?	-3%	nt
41	COC(=O)C1=C(CS(=O)(=O)c2ccc(C)cc2)NC(=O)NC1c1ccc(OC)c(OC)c1 (stereo unspecified)	3%	8%	-1%
42	CCCOc1ccc(S(=O)(=O)NNC(=O)c2cc3ccccc3o2)cc1	4%	-8%	-3%
43	Cc1ccc(NC(Cc2cc(C)no2)c2ccccc2)cc1 (stereo unspecified)	-6%	-3%	1%
44	N#Cc1c(-c2ccco2)cc(C2CC2)nc1N	-25%	-12%	-5%
45	COc1ccc(C(=O)NCc2cnn(C)c2C)cc1OC1CCN(C(C)C)CC1	-3%	10%	-31%
46	COCCCNC(=O)c1ccc(N2CCOCC2)c(NS(=O)(=O)c2ccc(OC)cc2)c1	0%	-19%	-16%
47	COc1ccc(NC(=O)COC(=O)CCCC2=NS(=O)(=O)c3ccccc3N2)cc1	18%	4%	-15%
48	N#Cc1cccc(NC(=O)C2SC(=Nc3ccccc3)C(C(=O)N3CCOCC3)=C2N)c1 (stereo unspecified)	-14%	-19%	-2%
49	CSc1ccc(/C=C2\C(=N)N3N=C(CC(=O)N4CCCCC4)SC3=NC2=O)cc1	22%	-3%	-26%
50	CC(C)Cn1c(N)c(C(=O)COC(=O)[C@H](C)NC(=O)c2ccccc2Cl)c(=O)n(C)c1=O	-29%	?	-3%
51	COC(CNC(=O)c1ccc(Cn2c(=S)[nH]c3cc4c(cc3c2=O)OCO4)cc1)OC	?	-12%	-14%
52	COc1ccc(NC(=O)CSc2nnc3n2CCCCC3)cc1	-3%	0%	-6%
53	COCCN(Cc1cc2cc(C)ccc2n2nnnc12)C(=S)Nc1cccc(C)c1	?	?	-2%
54	CNCCC1Sc2ccccc2Oc2ccccc21 (stereo unspecified)	?	?	-3%
55	Cc1ccc(CC(Cc2nc3ccccc3[nH]2)c2nc3ccccc3[nH]2)cc1 (stereo unspecified)	27µM*	27µM*	nt
56	O=C(NNS(=O)(=O)c1ccccc1F)c1cccc(S(=O)(=O)N2CCOCC2)c1	2%	-7%	-3%
57	CCCCNC(=O)C1c2ccccc2OCC(=O)N1CCCN1CCOCC1 (stereo unspecified)	11%	-9%	nt
58	S=C(Nc1ccccc1)Nc1nc2ccccc2n1CCOc1ccc(Cl)cc1	16µM*	21µM*	-11%
59	Cn1cnc([N+](=O)[O-])c1Sc1nc(N)nc2c1ncn2C1OC(CO)C(O)C1O (stereo unspecified)	?	?	nt
60	CC(C)c1ccc(NC(=O)c2cccnc2)cc1	-17%	-28%	-6%
61	CCOC(=O)c1ccc(NC(=S)N(CCCN(CC)CC)Cc2ccco2)cc1	-27%	9%	-5%
62	CCOc1ccc(-c2cc(N3C(=O)Nc4ccccc4N3O)n[nH]2)cc1	-13%	12%	-8%
63	Cn1ncc2c(N3CCN(c4ccccc4F)CC3)ncnc21	23µM*	?	-3%&-2%
64	Nc1c(C(=O)CSc2nccn2-c2cccc(F)c2)c(=O)[nH]c(=O)n1C1CC1	-9%	-1%	-5%
65	COc1ccc(OCCSc2nc3ccccc3n2CC(=O)O)cc1	?	-4%	-2%
66	CCC1CCc2c(sc(N)c2C(N)=O)C1 (stereo unspecified)	?	-19%	nt
67	CC(C)CCSc1nc2c(c(=O)n(C)c(=O)n2C)n1Cc1ccccc1Cl	-17%	6%	3%
68	Cn1nc(C(=O)Oc2cc(=O)n(C)c3ccccc23)c2ccccc2c1=O	?	-7%	-5%
69	CCCCNC(=O)C(=O)NCC1CCCN1S(=O)(=O)c1cccs1 (stereo unspecified)	-20%	-5%	-7%
70	O=C(COC(=O)c1ccc(Br)o1)Nc1ccc(Br)cc1	18%	-1%	-2%

# Remaining list, next part
entry	molecule	DT40 TDP1 no CPT	DT40 TDP1 CPT	KAT2A inh
71	C/C(=N\NC(=S)Nc1ccccc1)C1Cc2ccccc2C(=O)O1 (stereo unspecified)	?	?	-1%
72	CC(=O)c1cccc(NC(=O)c2sc(-n3nc(C)c(Cc4ccc5c(c4)OCO5)c3C)nc2C)c1	15µM*	15µM*	-10%
73	CCCCc1nc(NCCN)c(C#N)c2c1CSC(C)(C)C2	21µM*	21µM*	-13%
74	NC1=NC[C@@H](CC2CCCCC2)N1CCc1cc(C(F)(F)F)cc(C(F)(F)F)c1	3.7µM*	3.3µM*	1%
75	COCCN(CCOC)S(=O)(=O)c1ccc(C(=O)Nc2ccncc2)cc1	14%	8%	-10%
76	Cc1ccc(-c2csc3ncn(C(C)C(=O)O)c(=O)c23)cc1 (stereo unspecified)	3%	-11%	-10%
77	Cc1ccc(CNC(=O)c2ccc(S(=O)(=O)N3CCCCCC3)cc2)cc1	4.1µM*	21µM*	nt
78	O=C1C2CCCCN2C(=O)N1CCCCN1CCN(c2ccc([N+](=O)[O-])cc2)CC1 (stereo unspecified)	15µM*	?	0%
79	COC(=O)c1ccc(Cn2ccc(=O)[nH]c2=O)cc1	-9%	-6%	nt
80	COc1ccccc1-c1ncnn1-c1sc2c(c1C#N)CCCCC2	?	-19%	-5%

# Compound profiles, from the list above:
# Entry for `O=C1C2CCCCN2C(=O)N1CCCCN1CCN(c2ccc([N+](=O)[O-])cc2)CC1` (stereo unspecified) → DT40 TDP1 no CPT = 15µM*; DT40 TDP1 CPT = ?; KAT2A inh = 0%
# Entry for `Cc1ccc(-c2csc3ncn(C(C)C(=O)O)c(=O)c23)cc1` (stereo unspecified) → DT40 TDP1 no CPT = 3%; DT40 TDP1 CPT = -11%; KAT2A inh = -10%

# Remaining list, next part.
entry	molecule	DT40 TDP1 no CPT	DT40 TDP1 CPT	KAT2A inh
81	O=S(=O)(c1ccc(F)cc1)N1CCN(c2ccccn2)CC1	2%	18%	-6%
82	Cc1cccc(C(=O)NC2CCCCCCC2)c1	1%	-4%	14%
83	CCOc1cc(C)c(S(=O)(=O)NCc2ccccn2)cc1C	?	13%	-9%
84	COCC(=O)N1CCC(Oc2ccc(C(=O)NCCc3ccncc3)cc2)CC1	-16%	14%	1%
85	CCn1c(=O)c2c(nc(SCC(=O)NC3CCCC3)n2C)n(C)c1=O	-1%	?	-1%
86	S=c1[nH]nc(-c2ccc(Cl)cc2Cl)n1-c1ccc2c(c1)OCCO2	-2%	-12%	-3%
87	Cc1ccc(C(=O)COC(=O)c2cc(-c3cccs3)nc3ccccc23)cc1	18µM*	?	-7%
88	Cc1cc(Cl)ccc1C(=O)C1CCCN(C(=O)c2ccc3c(c2)OCO3)C1 (stereo unspecified)	8.2µM*	10µM*	nt
89	Cn1c(C(=O)NCCc2ccsc2)cc2c(=O)n(C)c3ccccc3c21	16µM*	18µM*	-3%
